Screening data (PubChem BioAssay)
M5 PAM: potentiates acetylcholine response at human M5 receptor. AID 624038. activation, % at 3 µM. P08912. actives 0.3% (n = 360,000). CHO-K1 hM5, Fluo-8 calcium, ACh EC20 PAM; 0% = ACh EC20, 100% = ACh EC100;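 active = activation above the run cutoff, the mean activation of all test compounds plus 3 SD, cut at about 18% in these data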
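System: CHO-K1 hM5 cells. Reagent: acetylcholine, EC20 level. Compound dosing: single dose, 3 µM nominal final test concentration. Timing: Post-acetylcholine fluorescence recording 140 s. Detection: Fluo-8 calcium fluorescence. Read-out: % activation, ACh-normalized. Benchmarks: ACh EC20 and EC100 wells. Repeats: singlicate, one well per test compound.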
CHRM5 antagonist: CHRM5 antagonism in calcium assay | P08912 | CHO-hM5 cells, Fluo-8 calcium fluorescence, ACh EC80 | inhibition, % at 3 µM | actives 0.59% (n = 360,000) | AID 624040;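 active = inhibition above a per-plate cutoff, the mean of that plate's test compounds plus 3 SD, cut at about 27% in these data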;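 also: 0% = acetylcholine EC80 with DMSO and 100% = DMSO without agonist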
IDE cell inh: cellular human IDE inhibition; P14735; HEK cells, FAbetaB cleavage, fluorescence polarization; inhibition, % at 5.59 µM; actives 0.41% (n = 320,000); AID 434962;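 active = percent inhibition above the average of all tested compounds plus 3 SD, set per screening campaign, cut at about 16% in these data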;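 also: IDE supplied by intact live HEK cells; FP after avidin binding of uncleaved biotin substrate so inhibition keeps polarization high; 0% = DMSO wells and 100% = 60 µM reference IDE inhibitor Ii1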
Target sequence (P14735 whole entry, looked up): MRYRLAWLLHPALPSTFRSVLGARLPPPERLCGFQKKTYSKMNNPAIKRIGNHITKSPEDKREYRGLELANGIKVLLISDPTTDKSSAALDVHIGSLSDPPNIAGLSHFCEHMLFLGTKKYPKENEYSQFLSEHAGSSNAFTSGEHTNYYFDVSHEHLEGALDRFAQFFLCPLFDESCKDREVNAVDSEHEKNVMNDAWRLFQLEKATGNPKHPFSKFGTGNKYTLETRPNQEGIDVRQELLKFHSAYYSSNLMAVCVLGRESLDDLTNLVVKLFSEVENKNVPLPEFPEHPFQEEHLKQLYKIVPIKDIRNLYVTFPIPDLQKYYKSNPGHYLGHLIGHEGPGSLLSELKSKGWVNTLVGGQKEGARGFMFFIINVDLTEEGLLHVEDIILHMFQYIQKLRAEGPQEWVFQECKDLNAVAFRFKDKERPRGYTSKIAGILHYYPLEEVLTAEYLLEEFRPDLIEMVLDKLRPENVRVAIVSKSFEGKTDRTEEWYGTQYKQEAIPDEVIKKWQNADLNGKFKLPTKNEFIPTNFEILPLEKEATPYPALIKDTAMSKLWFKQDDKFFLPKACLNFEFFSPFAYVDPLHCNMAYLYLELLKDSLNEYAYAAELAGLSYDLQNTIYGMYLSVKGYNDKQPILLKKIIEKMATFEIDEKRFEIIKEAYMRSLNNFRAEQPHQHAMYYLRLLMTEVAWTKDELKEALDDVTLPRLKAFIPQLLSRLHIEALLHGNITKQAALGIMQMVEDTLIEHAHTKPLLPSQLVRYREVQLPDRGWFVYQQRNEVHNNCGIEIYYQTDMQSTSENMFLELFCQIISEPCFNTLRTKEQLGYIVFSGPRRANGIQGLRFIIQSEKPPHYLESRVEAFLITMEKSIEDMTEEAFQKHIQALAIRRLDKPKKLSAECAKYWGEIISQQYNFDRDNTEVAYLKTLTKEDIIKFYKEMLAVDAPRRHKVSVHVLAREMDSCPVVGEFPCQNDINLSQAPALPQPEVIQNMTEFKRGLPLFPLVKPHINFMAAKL
M4 ag: agonists of human muscarinic M4 receptor (CHRM4); actives 0.14% (n = 360,000); AID 624127; P08173; CHO-K1 hM4/Gqi5, Fluo-8 calcium fluorescence; vehicle 0%, full acetylcholine response 100%; activation, % at 3 µM;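 active = activation above the run mean over all test wells plus 3 SD, cut at about 32% in these data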;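 also: peak over basal fluorescence ratio per well then scaled between controls; 0% = DMSO wells and 100% = acetylcholine at EC100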
M4 antag: antagonists of human muscarinic M4 receptor (CHRM4); AID 624125; inhibition, % at 3 µM; CHO-hM4 cells, ACh EC80, Fluo-8 calcium fluorescence; actives 0.73% (n = 360,000); P08173;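 active = inhibition above its plate's cutoff, the mean inhibition of sample wells plus 3 SD, cut at about 27% in these data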;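 also: 0% = acetylcholine EC80 with DMSO and 100% = DMSO without agonist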
CRFBP-R2 agonist: agonists of human CRF-binding protein/CRF-R2 receptor complex; HEK293 CRF-R2/CRF-BP, calcium dye fluorescence (FLIPR); percent of saturating CRF peptide response; activation, % at 13.2 µM; actives 0.46% (n = 350,000); AID 588473;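 active = activation of at least 50%, plus an integration ratio under a set limit after plate pattern correction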;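 also: plate controls were neutral control wells without compound for no effect and CRF at EC100 for full effect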
CRFBP-R2 block: antagonists of CRF-binding protein/CRF-R2 receptor complex; HEK293 CRF-R2/CRF-BP, CRF-induced calcium fluorescence; inhibition, % at 11.8 µM; actives 0.59% (n = 350,000); AID 588475;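 active = inhibition of the ligand-induced calcium signal above about 50% at the single tested concentration, limit read from the data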
M4 PAM: potentiates acetylcholine response at human M4 receptor. P08173. CHO-K1 hM4/Gqi5, Fluo-8 calcium fluorescence, ACh EC20; 0% = ACh EC20, 100% = maximal ACh. actives 0.4% (n = 360,000). activation, % at 3 µM;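 active = activation above its plate's cutoff, the mean activation of sample wells plus 3 SD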; also: some results filed as inactive read as strong as hits
CHRM5 agonist: agonists of human muscarinic M5 receptor (CHRM5); CHO-K1 hM5 cells, Fluo-8 calcium fluorescence; 0% DMSO wells, 100% maximal acetylcholine response; activation, % at 3 µM; actives 0.19% (n = 360,000); AID 624037;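 active = activation above the run's mean over test compounds plus 3 SD, cut at about 23% in these data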;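 also: signal is peak over basal fluorescence ratio across the kinetic read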
The depositor's hits bear a star; · = not tested or not shown.

SMILES	M5 PAM	CHRM5 antagonist	IDE cell inh	M4 ag	M4 antag	CRFBP-R2 agonist	CRFBP-R2 block	M4 PAM	CHRM5 agonist
COc1cc(C(=O)N2C[C@@H]3CCC[C@H]2C3)ccc1OC1CCN(C(C)=O)CC1	2	-4	-1	0	0	-2.2	-4	6	-4
CCn1cc(C(=O)N2CCN(c3ccc(F)cc3)CC2)c2cc(OC)c(OC)cc2c1=O	1	5	3	2	-2	-3.4	-1	2	0
O=C1CC(N2CCSCC2)C(=O)N1c1ccc(Br)cc1 (stereo unspecified)	13	-2	3	1	-1	-0.1	1	-6	1
Cc1ccccc1N(CC(=O)N1CCOCC1)S(C)(=O)=O	7	7	6	3	-6	-5.3	-8	19	2
Cc1ccc(C(CC(=O)c2ccco2)SCCO)cc1 (stereo unspecified)	-1	6	7	0	2	-1.9	-4	-1	-1
O=C(NCC(O)CO)c1csc(Nc2cccc3ccccc23)n1 (stereo unspecified)	-4	-1	-6	1	0	-2.1	-2	-1	-4
O=C(CCS(=O)(=O)c1ccccc1)Nc1nccs1	-1	-2	1	1	3	-1.6	-29	-13	0
CC1CCN(C(=S)NC(=O)c2ccco2)CC1	-5	14	-2	1	2	-0.5	0	2	-4
COc1cc(C2/C(=C(\O)c3ccc4c(c3)OCCO4)C(=O)C(=O)N2CCN2CCOCC2)cc(OC)c1OC (stereo unspecified)	1	-2	·	2	-11	0.6	-7	8	-1
COC(=O)CCCN1C(=O)c2cccc3cccc(c23)C1=O	5	-1	1	2	-7	-0.7	15	1	0
O=C1C(Oc2ccccc2)C(c2ccc3c(c2)OCO3)N1CCc1ccc(F)cc1 (stereo unspecified)	-10	-4	1	1	-12	4.8	4	3	-5
COC(=O)C1CN(S(=O)(=O)c2ccccc2)CCN1S(=O)(=O)c1ccccc1 (stereo unspecified)	-1	3	-3	2	6	-0.7	6	1	0
C=CCNC(=O)/C(=C\c1ccco1)NC(=O)c1ccco1	1	6	-2	0	1	0.2	6	3	-1
COc1ccccc1NC(=S)N/N=C1\CC(C)(C)Oc2ccc(O)cc21	-8	7	-3	3	-3	-1.1	-16	-13	-5
O=C(O)CCCC(=O)NCCc1cccc(Cl)c1	10	0	4	-1	1	0.2	5	0	-2
O=[N+]([O-])c1cccc(Oc2ncccc2[N+](=O)[O-])c1	4	14	·	1	-9	-3.5	26	5	0
COc1ccc(C(=O)N2CCN(C3CCCCC3)CC2)c(OC)c1	3	-2	4	1	-16	-0.1	7	14	-4
COc1ccc(CC(=O)NNS(=O)(=O)c2ccccc2[N+](=O)[O-])cc1OC	-1	3	2	2	-14	0.7	5	11	-4
N/C(CSc1ccc(Cl)cc1)=N\S(=O)(=O)c1ccc(Cl)cc1	9	1	6	3	0	-1.0	-1	4	0
CCN(CC)C(=O)C1=C(C)NC(=S)NC1c1cccs1 (stereo unspecified)	4	2	2	0	0	-0.2	-4	0	1
COc1ccccc1-n1cnc2cc(NS(=O)(=O)c3ccccc3)ccc21	-3	-1	4	14	3	0.1	10	-3	4
C=CCC1(CC=C)CCCN1C(=O)C1CCC(=O)N(Cc2ccc(Cl)cc2)C1 (stereo unspecified)	-6	1	·	1	-7	-1.7	-18	-6	-2
COc1ccc(N(C(=O)c2ccncc2)S(=O)(=O)c2ccccc2)cc1	-4	-3	2	1	0	-0.5	-15	4	-2
Cc1ccc(CN2C(=O)N/C(=C\c3ccc(-c4ccc(C(=O)O)cc4C)o3)C2=O)cc1	-3	7	-3	1	0	-1.0	4	8	-1
COc1ccc(/C=N/NC(=O)Cn2nc([N+](=O)[O-])cc2C)c(OC)c1OC	1	5	5	2	-15	-2.2	-12	14	0
Further records follow:
SMILES	M5 PAM	CHRM5 antagonist	IDE cell inh	M4 ag	M4 antag	CRFBP-R2 agonist	CRFBP-R2 block	M4 PAM	CHRM5 agonist
CC(CCc1ccccc1)NC(=O)c1ccc(Br)o1 (stereo unspecified)	-4	2	4	0	-1	-0.6	-14	-3	-2
CC(C)CCCN1C(N(C)C)=NC[C@@H]1Cc1ccccc1	-2	11	7	1	-6	0.2	-1	3	-9
S=C(Nc1ccccc1)N1CCCCCCC1	4	-4	-1	1	-3	-2.3	0	-4	-3
CC1(C)CC(=O)c2c(oc3cc(O)c(O)cc23)C1	-2	-7	2	1	3	0.1	1	4	2
CC1(C)Cc2nc3oc4c(=O)n(CC(=O)Nc5cccc(Cl)c5)cnc4c3cc2CO1	17	-5	6	2	-4	2.8	-8	9	4
CCc1ccccc1NC(=S)N(Cc1cccs1)C1CCCC1	3	6	-2	0	2	-3.5	14	0	-1
C1CCN(c2nc3nonc3nc2NCC2CCOCC2)CC1	-9	10	-4	1	7	-0.2	-1	-15	-3
O=[N+]([O-])c1cc(S(=O)(=O)N2CCCC2)ccc1N/N=C1/CCCc2ccccc21	1	-10	8	0	-9	1.3	13	8	-2
O=C(Nc1ccc(Cl)c(Cl)c1)C1CCCCC1	-26	11	-4	11	1	1.5	-8	-7	2
Cn1ccnc1C(O)c1ccc(OCc2ccccc2)cc1 (stereo unspecified)	4	-5	1	2	-8	-0.7	-5	3	-5
CCn1cc(/C=C/C(=O)Nc2ccn(Cc3c(F)c(F)c(F)c(F)c3F)n2)cn1	-4	-3	-3	3	6	-0.9	13	-4	2
COc1cc(OC)nc(Oc2cc(C=O)ccc2OC)n1	2	2	5	0	-4	-2.9	14	3	-3
CC(=O)NC1CC2CCC(C1)N2Cc1ccc(C)cc1 (stereo unspecified)	0	-4	0	2	3	-0.3	-14	0	-8
COc1cc2c(cc1OC)CN(c1ccc([N+](=O)[O-])cc1Cl)CC2	-15	19	-1	3	5	-0.1	13	-13	-4
C/C(=N\Nc1ccc(S(N)(=O)=O)cc1[N+](=O)[O-])c1cccnc1	8	4	8	1	-4	-2.4	0	-1	2
Cc1cccc(OCCN2CSC(=S)N(C)C2)c1	-1	5	4	1	2	2.5	4	0	-2
CCN(Cc1ccncc1)C(=O)c1cccc(S(=O)(=O)N2CCCCC2)c1	5	-5	0	1	-9	-0.1	5	-2	5
CCOC(=O)C1CCN(C(=O)CCc2nnc3ccc(NCCCN4CCCC4=O)nn23)CC1	2	3	4	4	-2	-0.8	2	3	-2
O=C(N/N=C/c1ccco1)c1ccc2nc[nH]c2c1	-14	16	-3	15	14	0.4	7	-9	2
CCN(c1ccccc1)S(=O)(=O)c1ccc(F)cc1C	3	-4	3	-2	4	0.5	10	-2	-12
C=CCNC(=O)/C(C#N)=C/c1ccc(C)o1	-2	4	5	2	5	-0.7	7	-3	-1
CCOC(=O)c1cc(C#N)c(Oc2cccc(C(F)(F)F)c2)nc1-c1ccccc1	-7	15	3	-1	6	3.6	-18	1	-5
CN1CCC(N(C)S(=O)(=O)c2ccc(F)cc2F)CC1	-4	10	-2	0	-11	1.7	-3	-4	-7
N#Cc1ccccc1OCC(=O)NCC1(N2CCCCC2)CCCCC1	6	8	-1	1	3	2.7	2	-6	-15
Cc1ccc(CN2CCN(Cc3ccco3)CC2)cc1	-1	-11	1	0	3	-0.2	4	-4	2

The final three records of the section above are carried over, then new ones follow:
SMILES	M5 PAM	CHRM5 antagonist	IDE cell inh	M4 ag	M4 antag	CRFBP-R2 agonist	CRFBP-R2 block	M4 PAM	CHRM5 agonist
CN1CCC(N(C)S(=O)(=O)c2ccc(F)cc2F)CC1	-4	10	-2	0	-11	1.7	-3	-4	-7
N#Cc1ccccc1OCC(=O)NCC1(N2CCCCC2)CCCCC1	6	8	-1	1	3	2.7	2	-6	-15
Cc1ccc(CN2CCN(Cc3ccco3)CC2)cc1	-1	-11	1	0	3	-0.2	4	-4	2
O=C(COc1cccc2ccccc12)Nc1nc2ccccc2[nH]1	0	4	9	9	8	12	31	-9	-1
Cc1c(C(=O)N2CCC(C(N)=O)CC2)oc2ccc(Br)cc12	8	-15	0	2	-6	2.8	18	6	-3
CCCc1cc(=O)[nH]c(SCC(=O)Nc2ccc([N+](=O)[O-])cc2C#N)n1	0	-1	-4	1	-1	-0.1	5	4	5
COc1cc(OC)c([N+](=O)[O-])cc1/C=N/NC(=O)c1ccncc1	-9	15	-2	2	3	0.3	5	9	-3
O=C1c2cccc3cccc(c23)C(=O)N1CCO	-2	-3	·	2	-19	-2.6	-6	6	-2
O=C(O)c1ccc(N2C(=O)/C(=C\c3ccccc3)N=C2c2ccccc2)cc1	5	3	4	1	1	-1.2	13	1	-2
COc1ccc(N=Nc2ccc3ccccc3c2)c(O)c1	7	-7	-4	0	-9	-0.9	5	4	2
CC(=O)c1ccc(OC2(C)CCN(Cc3ccccc3OC(F)F)C2)cc1 (stereo unspecified)	-7	7	·	1	2	·	·	-6	-4
COc1cc(NC(=O)C2CC2C)c(C(=O)O)cc1OC (stereo unspecified)	7	2	2	0	0	0.8	-15	3	-1
O=C(Cn1cnc2c(nnn2Cc2ccc(F)cc2)c1=O)NCc1ccc(F)cc1	-4	3	2	2	-4	0.0	12	8	-2
CCOc1ccc(CCN2C(=O)c3ccc(C(=O)O)cc3C2=O)cc1OCC	-6	-10	0	0	0	-3.4	17	4	8
COc1cccc(C(=O)NCC(=O)N/N=C/c2c(C)[nH]c3ccccc23)c1	-12	20	0	4	-4	-0.1	-20	-2	-4
COc1ccccc1OCc1nnc(SCC(=O)N2CCCCC2)n1-c1ccccc1	1	-4	-3	0	-2	-0.1	6	3	-2
COc1ccc(CCNC(=O)c2cc(C3CC3)nc3c2cnn3C(C)C)cc1OC	-5	-7	-3	5	10	-0.4	2	4	-5
Cc1cc(/C=C2/C(=O)NN(c3ccccc3)C2=O)c(C)n1-c1cccc(O)c1	2	1	-2	1	-5	1.3	-49	6	-10
COc1ccc(S(=O)(=O)N2CCCCC2)cc1NC(=O)CN1C(=O)NC(C)(C2CC2)C1=O (stereo unspecified)	-2	21	-3	1	6	-0.2	0	5	1
Cc1ccc2c(CSc3nnc4ccccn34)cc(=O)oc2c1C	0	3	8	0	15	-0.6	6	-10	-1
CC(C)CNC(=O)C(=O)N/N=C/c1cccs1	-6	0	-2	-2	-2	0.1	-11	3	-3
Cn1[nH]c(C(F)(F)F)cc1=O	-3	1	1	0	2	0.2	-3	4	-1
C[C@@H]1NC(=O)OC1c1ccco1 (stereo partly specified)	2	11	-1	2	1	-0.2	-7	-1	-2
O=C(NC1CCCCCC1)c1cccc(S(=O)(=O)N2CCOCC2)c1	-7	10	-2	2	-10	0.4	-4	6	5
COc1ccc(CN2CCNC(=O)C2CC(=O)NCCCn2cccn2)cc1C (stereo unspecified)	-3	6	1	1	1	0.8	-11	6	-4
O=C(Nc1ccc2c(c1)nc1n2CCOC1)c1ccccc1	-7	0	1	1	0	-0.1	2	1	-6
CC1=C(c2ccc(C)cc2)[N+](=O)C(C)(C)N1[O-]	-2	-3	3	1	-7	2.2	-9	2	-4
C[C@H](CO)N1C[C@H](C)[C@H](CN(C)Cc2ccc(-c3ccccc3)cc2)Oc2ccc(NS(=O)(=O)c3ccccc3)cc2CC1=O	-1	6	3	1	11	5.9	1	-1	1
Cc1ccc(-c2nnc(Nc3ccc(OCC(N)=O)cc3)c3ccccc23)cc1S(N)(=O)=O	5	-3	3	0	1	0.6	7	-3	-3
